Assay outcomes deposited in PubChem by National Center for Advancing Translational Sciences (NCATS).
HCMV antiviral = blocks human cytomegalovirus replication; 410,000 compounds, 4.5% hits; activity change, negative = inhibition, % at 57.5 µM; HFF cells, HCMV-luciferase reporter, 72 h; hits give low values; in the data active means activity change below about -60%; inconclusive means no clear call, values can overlap the other calls; inactive means above about -39%
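Two compound doses tested in HFFs infected with HCMV-luciferase, MOI 1 PFU/cell, 72 h at 37C. Lysate luminescence read with OneGlo; data normalized against buffer-only and 10uM Salinomycin inhibitor controls.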
AmpC no deterg = blocks E. coli AmpC beta-lactamase in detergent-free assay; P00811; 330,000 compounds, 0.52% hits; AmpC nitrocefin hydrolysis, absorbance 480 nm, 0.0001% Triton; Potency, µM (top dose mostly 57.1 µM), inactives show at the top dose activity change, negative = inhibition, most hits filed as inhibitors; AID 485341;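 further: potency means the concentration at half of the fitted maximal effect; plate controls were no compound for no effect and no enzyme for full effect; nearly all actives have a fitted effect of over 20% in size; some results filed as inactive show a strong effect at the top dose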
Target sequence (P00811 whole entry, looked up): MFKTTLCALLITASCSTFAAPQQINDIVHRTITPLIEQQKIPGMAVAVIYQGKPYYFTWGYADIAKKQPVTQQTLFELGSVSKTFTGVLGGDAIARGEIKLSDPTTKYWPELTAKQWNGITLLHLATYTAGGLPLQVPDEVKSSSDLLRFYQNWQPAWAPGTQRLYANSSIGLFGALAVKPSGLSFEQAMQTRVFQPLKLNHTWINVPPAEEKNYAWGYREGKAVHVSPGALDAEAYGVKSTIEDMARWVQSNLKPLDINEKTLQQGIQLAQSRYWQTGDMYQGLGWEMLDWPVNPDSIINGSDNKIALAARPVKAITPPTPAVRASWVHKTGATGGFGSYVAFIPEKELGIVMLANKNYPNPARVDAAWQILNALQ
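AmpC (5.3 nM in the dispensed reagent) in 20 mM phosphate pH 7.0 with 0.01% (detergent screen) or 0.0001% Triton X-100 was preincubated with compounds for 15 min at room temperature. Nitrocefin was then added from an 800 uM solution, and hydrolysis was followed at 480 nm.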
LmPK inh = blocks Leishmania mexicana pyruvate kinase activity. purified LmPK, Kinase-Glo ATP luminescence, 1 h. Potency, µM (top dose mostly 57.5 µM), for the others: at the top dose activity change, negative = inhibition, most hits filed as inhibitors. 290,000 compounds, 0.37% hits; further: potency means the concentration at half of the fitted maximal effect
Target sequence (Q27686 whole entry, looked up): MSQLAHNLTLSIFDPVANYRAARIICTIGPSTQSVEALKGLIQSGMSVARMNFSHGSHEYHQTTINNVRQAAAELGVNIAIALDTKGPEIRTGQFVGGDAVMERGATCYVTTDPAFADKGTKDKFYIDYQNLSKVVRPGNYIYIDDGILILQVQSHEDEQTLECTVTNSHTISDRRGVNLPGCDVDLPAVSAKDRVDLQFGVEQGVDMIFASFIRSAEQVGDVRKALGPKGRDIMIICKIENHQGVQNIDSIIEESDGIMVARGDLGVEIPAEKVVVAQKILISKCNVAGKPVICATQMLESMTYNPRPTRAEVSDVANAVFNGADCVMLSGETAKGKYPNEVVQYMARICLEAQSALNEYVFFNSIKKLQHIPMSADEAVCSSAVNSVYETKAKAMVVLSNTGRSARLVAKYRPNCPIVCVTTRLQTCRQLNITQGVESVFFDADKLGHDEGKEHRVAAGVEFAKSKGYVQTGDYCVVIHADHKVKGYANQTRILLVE
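qHTS format; LmPK 0.1 nM; substrates PEP 0.5 mM and ADP 0.1 mM. One-hour room-temperature incubation, then coupled luciferase luminescence; 0.5 nM enzyme wells mark activation.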
AmpC detergent = inhibitors of E. coli AmpC beta-lactamase with detergent; P00811; 370,000 compounds, 0.041% hits; Potency, µM (titrated, usually from 114 µM), inactives show at the top dose activity change, negative = inhibition, hits mostly inhibitors; AmpC hydrolysis of nitrocefin, absorbance 480 nm, 0.01% Triton; AID 485294;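 further: potency means the concentration at half of the fitted maximal effect; 0% = no-compound wells and -100% = no-enzyme wells; nearly all actives have a fitted effect of over 25% in size; some results filed as inactive show a strong effect at the top dose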
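AmpC (5.3 nM in the dispensed reagent) in 20 mM phosphate pH 7.0 with 0.01% (detergent screen) or 0.0001% Triton X-100 was preincubated with compounds for 15 min at room temperature. Nitrocefin was then added from an 800 uM solution, and hydrolysis was followed at 480 nm.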
Sm TGR inh = blocks Schistosoma mansoni thioredoxin glutathione reductase; Potency, µM (top dose mostly 114 µM), without a hit: top-dose activity change, negative = inhibition, usual class: inhibitors; AID 485364; purified TGR, DTNB reduction, TNB absorbance 405 nm; 360,000 compounds, 3% hits; further: potency means the concentration at half of the fitted maximal effect; nearly all actives have a fitted effect of over 60% in size
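TGR 20 nM + NADPH 100 uM (dispensed conc.), cpd preinc 15 min RT; start with NADPH (500 uM addition) then DTNB (15 mM addition). Kinetic TNB absorbance, 405 nm filter. Four-parameter Hill fit across titration.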
TbPYK inhibitor = T. brucei pyruvate kinase inhibition; TbPYK enzyme, Kinase-Glo Plus ATP luminescence, 45 min; Potency, µM (highest dose often 76.8 µM), for inactives: top-dose activity, negative = inhibition, usual class: inhibitors; 410,000 compounds, 0.12% hits; AID 624173; further: potency means the concentration at half of the fitted maximal effect; nearly all actives have a fitted effect of over 50% in size
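In this concentration-response screen, enzyme-free wells defined baseline while DMSO plates tracked drift. Each reaction combined TbPYK, substrate, compound and 130 uM ADP for 45 min at room temperature. Kinase-Glo Plus luminescence gave the signal.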
AMA1-RON2 inh = AMA1-RON2 (P. falciparum) interaction inhibition | AlphaScreen AMA1-biotinylated RON2 peptide binding | 360,000 compounds, 0.2% hits | Potency, µM (doses to about 58.2 µM), without a hit: top-dose activity change, negative = inhibition, hits mostly inhibitors;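 further: potency means the concentration at half of the fitted maximal effect; 0% = vehicle wells and -100% = peptide control; nearly all actives have a fitted effect of over 45% in size; some results filed as inactive show a strong effect at the top dose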
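AMA1 (3D7) with his tag at 25 nM final met compounds first, then biotinylated RON2 peptide at 25 nM; detection used donor plus acceptor beads, 10 µg/mL apiece, read by AlphaScreen after 30 min at room temperature.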
Active calls of the source: *; ? = inconclusive; . = not tested or not shown; & = joins results of further samples; [ ] = another dose, or the depositor's remark. Unless noted, the call rests on the fitted dose curve; in most records, active means well fitted curve in the direction sought with a large enough effect; inconclusive means small, poorly fitted or top-dose-only effect, or another doubt; inactive means no such curve, though single readings can be large; an effect the other way counts as inactive or inconclusive. Unless noted, on the % scale 0 is the no-effect control and ±100 the full control effect.

SMILES	HCMV antiviral	AmpC no deterg	LmPK inh	AmpC detergent	Sm TGR inh	TbPYK inhibitor	AMA1-RON2 inh
N=c1n(N)c2ccccc2n1CC(=O)c1ccc(Br)cc1	38.1	-21.0%	1.6%	-10.0%	-5.9%	-3.8%	5.4%
COc1ccc(S(=O)(=O)N2C(=O)/C(=C3\SC(N)=NC3=O)c3ccccc32)cc1	8.9	-26.8%	-2.8%	-2.0%	-32.8%	-1.7%	4.9%
O=C(Cn1nnc(-c2ccccc2F)n1)OCC(=O)c1ccccc1	-19.7	-19.6%	0.7%	8.6%	0.794µM*	-5.2%	20.1%
N=c1n(CCN2CCOCC2)c2ccccc2n1CC(O)COc1ccccc1 (stereo not given)	27.7	-10.0%	6.0%	-7.1%	0.0%	10.7%	15.2%
COc1ccc(C2CC(c3c(O)n(C4CCCCC4)c(=O)[nH]c3=O)=Nc3ccccc3S2)cc1 (stereo not given)	-3.8	.	.	-1.6%	-3.8%	-3.1%	.
CC(=O)c1cccc(-c2cnc3c(NC=O)cc(-c4ccccc4F)cn23)c1	62.2	.	.	.	.	-0.5%	28.0%
COc1ccc(CNC(=O)COc2ccc(C(=O)c3ccc(F)cc3)cc2)cc1	-20.2	-6.5%	-0.9%	?	-1.3%	-2.9%	-4.9%
CSc1cccc(NC(=O)CNS(=O)(=O)c2ccccc2)c1	.	-39.0%	-0.2%	?	-20.8%	-2.7%	2.9%
Cc1cccc(C)c1OC(=O)CN1C(=O)c2ccccc2C1=O	-0.1	-16.1%	0.7%	-10.6%	8.2%	1.2%	15.6%
NC(=O)CSc1nc2ccccc2n1Cc1ccccc1F	22.1	-18.6%	2.0%	-9.1%	-18.2%	-0.7%	12.8%
CCN1/C(=C\c2ccc3cc(C)ccc3[n+]2CC)Sc2cc(C)c(C)cc21	-96.7*	-9.5%	-2.0%	-0.8%	-26.8%	-10.0%	-29.5%
COc1cc(OC)c(CN2CCN(c3ccc(F)cc3)CC2)cc1Br	13.6	15.8%	10.1%	?	10.9%[11.4 µM]	2.5%	?
CC1CCCN(CC(O)COc2ccc(S(=O)(=O)N3CCCC3)cc2[N+](=O)[O-])C1 (stereo not given)	13.3	-14.9%	.	4.3%	-20.3%	8.3%	12.9%
CS(=O)(=O)Nc1ccccc1C(=O)OCC(=O)NC1CC1	1.1	-19.3%	.	-6.4%	-1.0%	2.5%	9.8%
COc1ccc(-c2nnc3sc(CN4C(=O)c5ccccc5C4=O)nn23)cc1	-18.7	-14.6%	-1.6%	-0.3%	1.0%	-10.2%	7.9%
Cc1ccc(CCNC(=O)C2CCCN(c3nc4ccccc4o3)C2)cc1 (stereo not given)	1.1	64.6%[activator]	-1.8%	4.1%	?	-2.5%	-7.4%
CCOC(=O)/C(=C/c1c(C)n(C)c2ccc([N+](=O)[O-])cc12)C(C)=O	-85.4*	-29.5%	2.0%	-7.4%	-12.5%	3.4%	13.6%
O=C(COc1ccc2ccccc2c1)N1CCCC1	30.1	21.1%	-0.4%	0.5%	-3.5%	-4.6%	-8.1%
COc1ccc(CCN(CC(=O)NC2CCCC2)C(=O)CCC(=O)Nc2cc(C)on2)cc1OC	27.4	25.4%	4.6%	-12.5%	10.6%[11.4 µM]	0.6%	5.2%
COc1ccc(S(=O)(=O)NCC(c2ccco2)N2CCN(c3ccccc3F)CC2)cc1C (stereo not given)	30.8	.	.	3.5%	4.2%	7.4%	.
COc1ccc2c(CNC3CCCCCC3)c(C(=O)O)n(Cc3cccc(F)c3)c2c1	18.1	.	.	?	0.9%	0.3%	.
NS(=O)(=O)c1cccc(NC(=O)Cc2ccc(Cl)c(Cl)c2)c1	-36.0	-21.1%	4.1%	3.1%	4.1%	-14.9%	-2.2%
Cc1ccc(/C=N\NC(=O)COc2ccc(C)cc2[N+](=O)[O-])cc1	0.0	0.5%	-3.6%	0.4%	6.9%	-0.1%	-19.9%
COc1ccc(C(=O)NNC(=O)Cc2nc3ccccc3n2C)cc1	19.3	-18.0%	.	.	.	-5.6%	74.4%[activator]

9 structures from above, arranged by molar mass, smallest number first.
SMILES	HCMV antiviral	AmpC no deterg	LmPK inh	AmpC detergent	Sm TGR inh	TbPYK inhibitor	AMA1-RON2 inh
O=C(COc1ccc2ccccc2c1)N1CCCC1	30.1	21.1%	-0.4%	0.5%	-3.5%	-4.6%	-8.1%
CS(=O)(=O)Nc1ccccc1C(=O)OCC(=O)NC1CC1	1.1	-19.3%	.	-6.4%	-1.0%	2.5%	9.8%
CCOC(=O)/C(=C/c1c(C)n(C)c2ccc([N+](=O)[O-])cc12)C(C)=O	-85.4*	-29.5%	2.0%	-7.4%	-12.5%	3.4%	13.6%
COc1ccc(C(=O)NNC(=O)Cc2nc3ccccc3n2C)cc1	19.3	-18.0%	.	.	.	-5.6%	74.4%[activator]
Cc1ccc(CCNC(=O)C2CCCN(c3nc4ccccc4o3)C2)cc1 (stereo not given)	1.1	64.6%[activator]	-1.8%	4.1%	?	-2.5%	-7.4%
COc1ccc(-c2nnc3sc(CN4C(=O)c5ccccc5C4=O)nn23)cc1	-18.7	-14.6%	-1.6%	-0.3%	1.0%	-10.2%	7.9%
COc1ccc2c(CNC3CCCCCC3)c(C(=O)O)n(Cc3cccc(F)c3)c2c1	18.1	.	.	?	0.9%	0.3%	.
CC1CCCN(CC(O)COc2ccc(S(=O)(=O)N3CCCC3)cc2[N+](=O)[O-])C1 (stereo not given)	13.3	-14.9%	.	4.3%	-20.3%	8.3%	12.9%
COc1ccc(S(=O)(=O)NCC(c2ccco2)N2CCN(c3ccccc3F)CC2)cc1C (stereo not given)	30.8	.	.	3.5%	4.2%	7.4%	.

Returning to the listing, starting two compounds before the break.
SMILES	HCMV antiviral	AmpC no deterg	LmPK inh	AmpC detergent	Sm TGR inh	TbPYK inhibitor	AMA1-RON2 inh
Cc1ccc(/C=N\NC(=O)COc2ccc(C)cc2[N+](=O)[O-])cc1	0.0	0.5%	-3.6%	0.4%	6.9%	-0.1%	-19.9%
COc1ccc(C(=O)NNC(=O)Cc2nc3ccccc3n2C)cc1	19.3	-18.0%	.	.	.	-5.6%	74.4%[activator]
Cc1ccc(C(=O)Oc2cc(-c3ccccc3)no2)cc1	21.8	-16.4%	0.2%	1.4%	7.3%	-0.9%	11.2%
NC(=O)c1c(N)sc(=S)n1-c1ccccc1	22.9	-16.4%	4.7%	-2.8%	13.4%	2.7%	8.7%
Cc1ccccc1C#N	-13.9	-6.2%	.	5.8%	2.0%	0.3%	2.6%
Fc1ccccc1NC(=S)NCCc1cccc(Cl)c1	?	-53.1%	-2.4%	3.3%	-35.2%	0.0%	16.9%
COc1ccc(NC(=O)CN(c2ccc(F)cc2)S(=O)(=O)c2ccccc2)c(OC)c1	-16.6	23.7%	-1.7%	7.6%	11.9%	-16.6%	-7.2%
CC(=O)N1CCN(c2ccc(NC(=O)c3ccc(Cl)cc3)cc2)CC1	-17.8	-12.4%	-0.6%	-12.7%	-1.5%	-5.1%	4.0%
CC(=O)Nc1ccc(S(=O)(=O)NCc2ccc(C)n2C)cc1	-16.8	-0.6%	-2.1%	2.6%	14.1µM*	-2.4%	9.0%
CCOc1cccc(-c2c(C(=O)N/N=C(\C)c3cccnc3)nnn2-c2nonc2N)c1	6.5	8.1%	-7.0%	-9.4%	-17.8%	0.3%	14.6%
O=C(Nc1ccc2c(c1)OCO2)C1CCCN(S(=O)(=O)Cc2ccccc2)C1 (stereo not given)	39.9	-10.0%	-0.5%	1.7%	-11.8%	1.0%	-17.7%
CCN1C(=O)/C(=C\N2CCCc3ccccc32)SC1=S	-4.6	-25.0%	4.3%	-2.7%	-6.6%	1.9%	0.5%
C=CC(C)n1c(Br)nc2c1c(=O)[nH]c(=O)n2C (stereo not given)	8.1	-1.2%	2.4%	6.7%	1.5%	-0.9%	8.8%
COc1ccc(OCC(=O)Nc2ccc(NC(=O)c3ccco3)cc2)cc1	41.9	-15.8%	-2.6%	6.6%	4.3%	-5.7%	1.7%
CCn1cc(S(=O)(=O)c2cc(C)cc(C)c2)c(=O)c2cc(F)c(N3CCCC3)cc21	-15.4	.	.	-6.4%	-2.4%	0.0%	.
COc1ccc(-c2cc3ccc(O)c(CN4CCOCC4)c3oc2=O)cc1OC	16.1	.	.	14.7%	-3.0%	-7.6%	.
O=C(c1cccc(F)c1)N1CCC(N2CCCCCC2)CC1	66.4	-6.2%	5.3%	?	-8.3%	1.5%	?
CCCC/C(O)=C1\C(=O)CC(C)(C)CC1=NCCCCCC(=O)O	66.1	-19.1%	5.6%	-13.3%	-10.7%	3.8%	-4.1%
C/C(=N\NC(=O)c1nnn(-c2nonc2N)c1CN(C)c1ccccc1)c1cccnc1	0.0	30.7%	9.3%	-11.0%	0.0%	4.2%	-0.4%
CCOc1ccccc1N1CN(CC)CNC1=S	?	-15.7%	4.9%	?	0.0%	-9.6%	-0.8%
CCOc1ccc(CNC(=O)C2CCN(C3=NS(=O)(=O)C(c4ccc(C)cc4)=C3CC)CC2)cc1	9.2	.	.	-4.4%	0.6%	0.9%	.
COc1ccc(CN(C(=O)Cc2c[nH]c3ccccc23)C(C(=O)NC2CCCCC2)c2ccc(C)o2)cc1 (stereo not given)	?	-18.1%	0.7%	5.3%	8.0%	.	-22.8%
O=C(O)CNC(=O)/C(=C\c1ccco1)NC(=O)c1ccco1	20.4	2.0%	-2.3%	-5.6%	-15.3%	5.2%	37.1%[activator]
Cc1ccc(C(=O)Nc2ccc(C(=O)NCC3CCCO3)cc2)cc1 (stereo not given)	19.2	-15.4%	-3.0%	-17.5%	-4.5%	1.8%	-0.3%
Cc1c(Cl)cccc1NC(=O)CC1Oc2ccccc2NC1=O (stereo not given)	3.0&96.8	-25.1%	0.0%	3.2%&22.2%	-13.8%&10.6%	1.4%&-5.3%	-0.4%
CCOC(=O)C1=C(C)OC(N)=C(C#N)C1c1ccc(C)o1 (stereo not given)	7.0	-2.9%	1.6%	4.0%	-35.6%	-14.1%	0.0%
O=C(CN(C(=O)CNC(=O)c1cccs1)c1cccc(F)c1)NC1CCCCC1	-31.0	9.9%	-0.1%	3.2%	-5.9%	0.3%	-0.4%
Cc1cc2ccccc2n1CCNC(=O)C1CCCC1	-13.0	0.0%	-0.9%	-0.8%	4.2%	-2.8%	-2.6%
O=C(NCCS(=O)(=O)N1CCN(c2ccccc2)CC1)C1CCCCC1	-8.5	.	.	.	.	-2.5%	2.7%
O=C(COC(=O)C1CCN(c2ccc(C(F)(F)F)cn2)CC1)Nc1ncc(Cl)cc1Cl	0.0	-18.0%	.	1.8%	-2.5%	0.5%	-20.2%
